TLR4-MyD88 BLA – inhibitors of TLR4-MyD88 association in cells, primary screen, cell-based, HeLa CL3-4, BLA complementation, FRET ratio | Toll-like receptor 4 (Homo sapiens) + Myeloid differentiation primary response protein … | HeLa CL3-4 TLR4/MyD88 BLA complementation | inhibition, % at 8.4 µM | actives 0.18% (n = 200,000); in the data active = inhibition above about 25%;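 also: 0% = vehicle and 100% = reference inhibitor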
Diaphorase act – compounds boosting diaphorase resazurin reduction – biochemical, uHTS, resorufin fluorescence, counter-screen for diaphorase-coupled primary assays, primary screen. AID 1229, 2008. actives 0.005% (n = 190,000). Diaphorase/resazurin coupled assay, 16 min; active compounds read high; 1 = vehicle wells, 0 = NADH-free wells. activation factor at 20 µM;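 active = diaphorase activity raised at least twofold by the compound at 20 µM; inactive = activation factor below 2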
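Test system: Clostridium kluyveri diaphorase, purified enzyme; input: enzyme 0.07 U/mL final; buffer or medium: 50 mM HEPES pH 7.4 with 4.542 mM MgCl2, 0.005% Tween 20; also added: 0.114 mM NADH and 0.1 mM resazurin, final amounts; schedule: 16 min enzyme reaction, ambient temperature; technique: fluorescence of resorufin, 544 nm excitation, 590 nm emission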
G6PDH CS – L. mesenteroides G6PDH inhibitors, counter-screen for G6PDH-coupled screening assays, biochemical, Leuconostoc mesenteroides enzyme; glucose-6-phosphate dehydrogenase [Leuconostoc mesenteroides]; Purified L. mesenteroides G6PDH, diaphorase/resazurin coupled fluorescence, 45 min; inhibition, % at 5 µM; actives 0.12% (n = 200,000); in the data active = inhibition above about 50%
APP 5'UTR act – activators of APP 5'UTR luciferase reporter, primary screen, SH-SY5Y cells. AID 1276, 2008. activation, % at 2 µM. SH-SY5Y APP 5'UTR luciferase reporter, luminescence; zero percent = DMSO vehicle wells. actives 1% (n = 190,000);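 active = activation above a set limit, based on mean plus 3 SD of controls, cut at about 140% in these data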; also: values of inactives mirror those of a sister screen read the other way
NF-kB expr up – activators of NF-kB expression in neurons, primary screen, cell-based, HTS | fold change at 12.5 µM | AID 1239, 2008 | actives 1.6% (n = 190,000) | human neuronal cells, NF-kB reporter expression; active compounds read high; in the data active = fold change above about 3.3
STAT1 activator – STAT1 signaling activators, primary screen, cell-based, HTS, luciferase reporter | NIH 3T3 STAT1-luciferase reporter, IFN-gamma, luminescence; 100% = IFN-gamma alone, no compound | activation (% of control), % at 5.5 µM | actives 2.6% (n = 200,000) | AID 932, 2007;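 active = activation above the screen-wide mean activation plus 3 SD, cut at about 130% in these data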;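 also: raw ratio to IFN-gamma control signal so 100% means no change and 0% no light; values of inactives mirror those of a sister screen read the other way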
FLuc inh counter – firefly luciferase enzyme inhibitors, primary screen, artefact control for luciferase-based inhibitor screens, biochemical, luminescence, ATPLite | actives 1.5% (n = 200,000) | AID 1006, 2008 | inhibition, % at 10 µM | Luciferin 4-monooxygenase (Photinus pyralis), P08659 | 10 min;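 active = inhibition above about 50% when tested at 10 µM, limit read from the data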
Target sequence (P08659 whole entry, looked up): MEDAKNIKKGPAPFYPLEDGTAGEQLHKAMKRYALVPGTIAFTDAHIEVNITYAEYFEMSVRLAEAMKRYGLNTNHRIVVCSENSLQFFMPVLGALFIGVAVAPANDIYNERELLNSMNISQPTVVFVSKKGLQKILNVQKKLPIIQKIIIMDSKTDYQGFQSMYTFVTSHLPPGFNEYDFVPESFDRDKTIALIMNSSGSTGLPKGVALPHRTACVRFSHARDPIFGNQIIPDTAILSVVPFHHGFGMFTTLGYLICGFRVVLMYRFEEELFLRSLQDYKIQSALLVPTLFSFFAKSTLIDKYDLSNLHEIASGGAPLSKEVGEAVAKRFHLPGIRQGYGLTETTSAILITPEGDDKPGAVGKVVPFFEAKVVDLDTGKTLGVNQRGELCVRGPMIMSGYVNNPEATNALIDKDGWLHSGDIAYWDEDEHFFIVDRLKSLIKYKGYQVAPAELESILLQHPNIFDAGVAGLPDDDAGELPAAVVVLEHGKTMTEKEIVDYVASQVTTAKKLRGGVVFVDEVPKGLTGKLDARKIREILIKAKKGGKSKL
FLuc stim CS – FLuc activators, initial screening, artefact control for FLuc-dependent activation tests, biochemical, ATPlite luminescence. Luciferin 4-monooxygenase (Photinus pyralis), P08659. ATPlite luciferase biochemical, 10 min; 0 = ATP-free wells, 1 = DMSO control. activation factor at 10 µM. 200,000 tested, under 10 active. AID 1027, 2008;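 active = luciferase activation factor, scaled between plate controls, of at least 2 with compound at 10 µM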
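Material: Luciferase/luciferin reagent mix | Doses: Test compounds dosed from 2 mM stocks in 100% DMSO | Timing: 10 min incubation after luciferase reagent addition, room temperature | Measured by: Luminescence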
APP transl inh – inhibitors of APP translation via 5'UTR reporter, primary screen, APP 5'UTR luciferase, SH-SY5Y cells | inhibition, % at 2 µM | actives 0.82% (n = 190,000) | SH-SY5Y APP 5'UTR-luciferase reporter, luminescence | AID 1285, 2008;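 active = inhibition above a set limit, derived from the sample mean plus 3 SD, cut at about 45% in these data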; also: values of inactives mirror those of a sister screen read the other way
Diaph inh CS – diaphorase inhibitors and chemical oxidizers, primary screen, counter-screen for diaphorase-coupled primary assays, biochemical, uHTS, resorufin fluorescence. inhibition, % at 20 µM. actives 0.69% (n = 190,000). AID 1217, 2008. diaphorase resazurin-to-resorufin fluorescence, NADH, 16 min; bacterial (C. kluyveri) enzyme, not human;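 active = primary screen inhibition at 20 µM above a set limit, cut at about 50% in these data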;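 also: plate controls were DMSO with full reaction for no effect and wells lacking NADH for full effect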
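Assay system: diaphorase enzyme from Clostridium kluyveri. Quantity: enzyme working solution with 0.14 U/mL diaphorase. Schedule: reaction incubation of 16 min at room temperature. Technique: resorufin fluorescence, excitation 544 nm, emission 590 nm. Controls: No-NADH positive control and DMSO neutral control.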
The depositor's hits bear a star.

Screening CS(=O)(=O)N1N=C(c2ccc(Cl)cc2)CC1c1cccs1 (stereo not drawn) returned TLR4-MyD88 BLA -3, Diaphorase act 0.9, G6PDH CS 0, APP 5'UTR act 9, NF-kB expr up 1.7, STAT1 activator 117, FLuc inh counter -2, FLuc stim CS 1, APP transl inh -9 and Diaph inh CS 12.
CN1CCN(CC(=O)Nc2sc3c(c2C#N)CCC(C(C)(C)C)C3)CC1 (stereo not drawn) was read as TLR4-MyD88 BLA 1, Diaphorase act 1, G6PDH CS -18, APP 5'UTR act 15, NF-kB expr up 1.3, STAT1 activator 98, FLuc inh counter -4, FLuc stim CS 1, APP transl inh -15 and Diaph inh CS 4.
Screening O=C(c1nc2ccccc2s1)N1CCSCC1 returned TLR4-MyD88 BLA 2, Diaphorase act 1, G6PDH CS -4, APP 5'UTR act 8, NF-kB expr up 1.8, STAT1 activator 117, FLuc inh counter 1, FLuc stim CS 1, APP transl inh -8 and Diaph inh CS 5.
For COc1ccc(F)cc1S(=O)(=O)NC1CCCC1 the results were TLR4-MyD88 BLA 1, Diaphorase act 0.9, G6PDH CS -4, APP 5'UTR act 8, NF-kB expr up 0.94, STAT1 activator 103, FLuc inh counter -9, FLuc stim CS 1.1, APP transl inh -8 and Diaph inh CS 8.
`CCn1c(-c2csc3ccccc23)n[nH]c1=S` gave TLR4-MyD88 BLA 5, Diaphorase act 0.8, G6PDH CS -4, APP 5'UTR act 4, NF-kB expr up 1.1, STAT1 activator 96, FLuc inh counter 5, FLuc stim CS 1, APP transl inh -4 and Diaph inh CS 15.
`CCOC(=O)c1c(NC(=O)COC)sc(C(C)=O)c1C` gave TLR4-MyD88 BLA -2, Diaphorase act 0.9, G6PDH CS -32, APP 5'UTR act -4, NF-kB expr up 1.2, STAT1 activator 98, FLuc inh counter -2, FLuc stim CS 1, APP transl inh 4 and Diaph inh CS 10.
`O=C(/C=C/NCc1cccnc1)C(F)(F)C(F)(F)F` gave TLR4-MyD88 BLA 1, Diaphorase act 1, G6PDH CS 0, APP 5'UTR act 10, NF-kB expr up 1.5, STAT1 activator 99, FLuc inh counter -7, FLuc stim CS 1.1, APP transl inh -10 and Diaph inh CS 4.
Screening CCc1c(C)nc(N)c(C#N)c1-c1ccccc1 returned TLR4-MyD88 BLA 1, G6PDH CS 8, APP 5'UTR act 7, NF-kB expr up 1.5, STAT1 activator 89, FLuc inh counter -4, FLuc stim CS 1 and APP transl inh -8.
`CC(C)Cc1cc(C(=O)Nc2sc3c(c2C#N)CCC3)no1` gave TLR4-MyD88 BLA 9, Diaphorase act 0.9, G6PDH CS 6, APP 5'UTR act -7, NF-kB expr up 1.3, STAT1 activator 100, FLuc inh counter -2, FLuc stim CS 1, APP transl inh 7 and Diaph inh CS 11.
`Cc1cc(=O)n2[nH]c(-c3ccc(F)cc3)cc2n1` gave TLR4-MyD88 BLA 3, Diaphorase act 0.9, G6PDH CS 1, APP 5'UTR act 22, NF-kB expr up 2.4, STAT1 activator 123, FLuc inh counter 16, FLuc stim CS 0.8, APP transl inh -22 and Diaph inh CS 15.
`C/C(=N/OC(=O)c1ccc(F)cc1)c1ccc(C)cc1` gave TLR4-MyD88 BLA -4, Diaphorase act 0.8, G6PDH CS 1, APP 5'UTR act -4, NF-kB expr up 1.9, STAT1 activator 102, FLuc inh counter 70*, FLuc stim CS 0.3, APP transl inh 4 and Diaph inh CS 19.
`CC(C)(C)Nc1nc(OCC#N)nc(N2CCCCC2)n1` gave TLR4-MyD88 BLA -11, Diaphorase act 1.1, G6PDH CS 11, APP 5'UTR act -2, NF-kB expr up 1.1, STAT1 activator 95, FLuc inh counter -3, FLuc stim CS 1, APP transl inh 2 and Diaph inh CS -5.
Screening CC(=O)N(Cc1cccs1)Cc1cc2cc(C)c(C)cc2nc1Cl returned TLR4-MyD88 BLA -4, Diaphorase act 0.8, G6PDH CS 10, APP 5'UTR act -12, NF-kB expr up 0.93, STAT1 activator 95, FLuc inh counter -5, FLuc stim CS 1.1, APP transl inh 12 and Diaph inh CS 18.
For Cc1ccc(S(=O)(=O)n2ccc(-c3cccc(OCc4c(F)cccc4Cl)c3)n2)cc1 the results were TLR4-MyD88 BLA 5, Diaphorase act 0.9, G6PDH CS 9, APP 5'UTR act -11, NF-kB expr up 1.3, STAT1 activator 102, FLuc inh counter -1, FLuc stim CS 1, APP transl inh 11 and Diaph inh CS 11.
For CCOC(=O)c1c(NC(N)=O)sc(C)c1C the results were TLR4-MyD88 BLA 4, Diaphorase act 0.9, G6PDH CS -16, APP 5'UTR act 0, NF-kB expr up 0.96, STAT1 activator 102, FLuc inh counter 2, FLuc stim CS 1, APP transl inh 0 and Diaph inh CS 7.
Screening Cc1c[n+](C)ccc1CC1C([N+](=O)[O-])=C[N-]c2ncnn21 (stereo not drawn) returned TLR4-MyD88 BLA -15, Diaphorase act 1, G6PDH CS 1, APP 5'UTR act 14, NF-kB expr up 1.3, STAT1 activator 104, FLuc inh counter -10, FLuc stim CS 1.1, APP transl inh -14 and Diaph inh CS 3.
O=C(NC(=S)NCC1CCCO1)c1ccc(Cl)cc1Cl (stereo not drawn) was read as TLR4-MyD88 BLA -1, Diaphorase act 0.9, G6PDH CS 1, APP 5'UTR act -1, NF-kB expr up 2.2, STAT1 activator 107, FLuc inh counter -2, FLuc stim CS 1, APP transl inh 1 and Diaph inh CS 12.
Screening Cc1cccc(NC(=S)N(CCN(C)C)Cc2cc3cc(C)ccc3[nH]c2=O)c1 returned TLR4-MyD88 BLA 7, Diaphorase act 1.1, G6PDH CS 8, APP 5'UTR act -2, NF-kB expr up 0.74, STAT1 activator 100, FLuc inh counter -2, FLuc stim CS 1, APP transl inh 2 and Diaph inh CS -12.
Screening COc1ccc(S(=O)(=O)Nc2ccc(NC(C)=O)cc2)cc1Br returned TLR4-MyD88 BLA -9, Diaphorase act 1, G6PDH CS 4, APP 5'UTR act 10, NF-kB expr up 1.1, STAT1 activator 96, FLuc inh counter -4, FLuc stim CS 1, APP transl inh -10 and Diaph inh CS 3.
Cc1ccc2[nH]c(C(=O)NN=C3CCCCC3)c(-c3ccccc3)c2c1 was read as TLR4-MyD88 BLA 5, Diaphorase act 1, G6PDH CS 11, APP 5'UTR act -37, NF-kB expr up 0.93, STAT1 activator 97, FLuc inh counter -2, FLuc stim CS 1, APP transl inh 37 and Diaph inh CS 0.
For O=C(Nc1cccc(S(=O)(=O)N2CCCCCC2)c1)c1cc(=O)c2ccccc2o1 the results were TLR4-MyD88 BLA 1, Diaphorase act 0.8, G6PDH CS -2, APP 5'UTR act 7, NF-kB expr up 1, STAT1 activator 89, FLuc inh counter -4, FLuc stim CS 1, APP transl inh -7 and Diaph inh CS 15.
Screening Cc1cc([N+](=O)[O-])cc2c1-c1ncccc1C2=Nc1ccccc1 returned TLR4-MyD88 BLA 3, Diaphorase act 0.9, G6PDH CS -20, APP 5'UTR act -13, NF-kB expr up 1.1, STAT1 activator 102, FLuc inh counter -4, FLuc stim CS 1, APP transl inh 12 and Diaph inh CS 13.
`COCC(C)Nc1nc(C)c(C(C)=O)s1` (stereo not drawn) gave TLR4-MyD88 BLA -2, Diaphorase act 0.9, G6PDH CS 6, APP 5'UTR act 2, NF-kB expr up 0.86, STAT1 activator 105, FLuc inh counter -6, FLuc stim CS 1.1, APP transl inh -2 and Diaph inh CS 10.
`Cc1cccc(OCc2nnc3n2CCCCC3)c1` gave TLR4-MyD88 BLA -6, Diaphorase act 0.9, G6PDH CS 5, APP 5'UTR act -4, NF-kB expr up 1.4, STAT1 activator 108, FLuc inh counter -7, FLuc stim CS 1.1, APP transl inh 4 and Diaph inh CS 13.
`COC(=O)C1C(O)=C(C(C)=N)C(=O)CC1(C)C` (stereo not drawn) gave TLR4-MyD88 BLA 1, Diaphorase act 0.9, G6PDH CS 4, APP 5'UTR act 63, NF-kB expr up 1.1, STAT1 activator 99, FLuc inh counter -6, FLuc stim CS 1.1, APP transl inh -32 and Diaph inh CS 12.
`CCOC(=O)Cc1csc(NC(=O)CSc2cc(Cl)ccc2Cl)n1` gave TLR4-MyD88 BLA 1, Diaphorase act 0.7, G6PDH CS -2, APP 5'UTR act -7, NF-kB expr up 1.2, STAT1 activator 98, FLuc inh counter -4, FLuc stim CS 1, APP transl inh 7 and Diaph inh CS 26.
`CCCCNS(=O)(=O)c1ccc(S(=O)(=O)n2cnc3ccccc32)cc1` gave TLR4-MyD88 BLA -2, Diaphorase act 1, G6PDH CS 1, APP 5'UTR act 6, NF-kB expr up 1.1, STAT1 activator 100, FLuc inh counter -7, FLuc stim CS 1.1, APP transl inh -6 and Diaph inh CS 3.

Copied from the entries so far for reference:
`COCC(C)Nc1nc(C)c(C(C)=O)s1` (stereo not drawn) gave TLR4-MyD88 BLA -2, Diaphorase act 0.9, G6PDH CS 6, APP 5'UTR act 2, NF-kB expr up 0.86, STAT1 activator 105, FLuc inh counter -6, FLuc stim CS 1.1, APP transl inh -2 and Diaph inh CS 10.
`Cc1cccc(OCc2nnc3n2CCCCC3)c1` gave TLR4-MyD88 BLA -6, Diaphorase act 0.9, G6PDH CS 5, APP 5'UTR act -4, NF-kB expr up 1.4, STAT1 activator 108, FLuc inh counter -7, FLuc stim CS 1.1, APP transl inh 4 and Diaph inh CS 13.
`COC(=O)C1C(O)=C(C(C)=N)C(=O)CC1(C)C` (stereo not drawn) gave TLR4-MyD88 BLA 1, Diaphorase act 0.9, G6PDH CS 4, APP 5'UTR act 63, NF-kB expr up 1.1, STAT1 activator 99, FLuc inh counter -6, FLuc stim CS 1.1, APP transl inh -32 and Diaph inh CS 12.
`CCOC(=O)Cc1csc(NC(=O)CSc2cc(Cl)ccc2Cl)n1` gave TLR4-MyD88 BLA 1, Diaphorase act 0.7, G6PDH CS -2, APP 5'UTR act -7, NF-kB expr up 1.2, STAT1 activator 98, FLuc inh counter -4, FLuc stim CS 1, APP transl inh 7 and Diaph inh CS 26.

Source: PubChem BioAssay
